# Myeloid diff 2: induction of myeloid progenitor differentiation, primary screen, cell-based, flow cytometry, MLPCN library | ER-HoxA9 myeloid progenitors, lysozyme-GFP differentiation | calls only at 10 µM | 360,000 compounds, 1% hits;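 active = normalized GFP-positive differentiation at or above the plate's own cutoff, the solvent-only control mean plus 3 SD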;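 note: cells exposed to compound for four days before flow analysis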
# NOD2 inhibition: NOD2 signaling inhibitors, cell-based, luminescence, uHTS, HEK293 (AID 1566); HEK293 NOD2/NF-kB luciferase reporter, luminescence; higher % means a stronger effect; inhibition, % at 4 µM, or EC50 in µM where a hit was titrated; 290,000 compounds, 0.63% hits; note: many of its hits are not listed in these tables
# Hep lipid drop: inhibitors of hepatocyte lipid droplet formation, primary screen, imaging, high-throughput imaging, BODIPY stain | AML12 mouse hepatocytes, oleate lipid droplets | inhibition, % at 6.5 µM | 240,000 compounds, 0.4% hits;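 active = lipid droplet intensity inhibited by at least 50%, with more than 500 cells counted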
#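 material = mouse AML12 hepatocyte cell line, fixed after treatment | also added = 100 µM oleic acid challenge | doses = compound at 6.5 µM only | schedule = overnight exposure | technique = Image-based BODIPY and DAPI two-channel analysis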
# SIAH1 antagonists: Siah-1 peptide-binding antagonists, primary screen, biochemical, fluorescence polarization, rhodamine-plectin, uHTS (AID 1817) | 290,000 compounds, 0.02% hits | E3 ubiquitin-protein ligase SIAH1 (Homo sapiens) | Siah-1 / rhodamine-plectin peptide fluorescence polarization; higher % means a stronger effect | one-dose displacement, % at 20 µM; IC50 in µM for titrated hits;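 active = displacement of at least 50% at 20 µM, with a fluorescence ratio check between 0.3 and a set limit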;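 note: plate controls were Siah plus tracer with DMSO for no effect and tracer alone without Siah for full effect; strong numbers were not always called active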
# AID2073: inhibitors of Mint1-CaV2.2 protein interaction, biochemical, HTRF (AID 2073). inhibition, % at 20 µM; hits with a dose series show IC50 in µM. 290,000 compounds, 0.19% hits. HTRF protein-protein interaction, Mint1-CaV2.2; higher % means a stronger effect; in the data active = inhibition mostly above about 51%, no sharp cut-off; note: some results filed as inactive read as strong as hits
# XIAP displacement: XIAP antagonists, biochemical, IAP family, fluorescence polarization (AID 1018); E3 ubiquitin-protein ligase XIAP (Homo sapiens); XIAP BIR domain, fluorescence polarization peptide displacement; higher % means a stronger effect; displacement, % at 20 µM; hits with a dose series show IC50 in µM; 200,000 compounds, 0.007% hits; in the data active = displacement above about 50%; note: a part of the inactive calls stands beside numbers as strong as those of hits
# LYP inhibition: inhibitors of LYP phosphatase, biochemical, fluorescence intensity, uHTS (AID 1779); inhibition, % at 11.5 µM; hits with a dose series show IC50 in µM; 290,000 compounds, 0.054% hits; Tyrosine-protein phosphatase non-receptor type 22 (Homo sapiens); recombinant LYP phosphatase, fluorescence intensity; higher % means a stronger effect;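 note: plate controls were vehicle with enzyme for no effect and no enzyme for full effect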
# HIV fusion peptide: inhibitors of HIV fusion peptide binding, primary screen, biochemical, uHTS, fluorescence dequenching (AID 1986); 290,000 compounds, 0.3% hits; inhibition, % at 20 µM; hits with a dose series show IC50 in µM; cell-free peptide binding, fluorescence dequenching, 30 min; higher % means a stronger effect; in the data active = inhibition mostly above about 52%, no sharp cut-off; inactive = mostly below about 76%; note: some results filed as inactive read as strong as hits
# Dengue-2 NS5 capping: Dengue-2 NS5 methyltransferase inhibitors, primary screen, biochemical, confirmation dose response (AID 588689); Genome polyprotein (Dengue virus type 2 (strain 16681-PDK53)); one-dose inhibition, % at 25 µM; IC50 in µM for titrated hits; Dengue-2 NS5 methyltransferase capping enzyme assay, biochemical; higher % means a stronger effect; 340,000 compounds, 0.3% hits; in the data active = a potency from the dose series
# Hep lipid drop cells 6.5 µM: also measured in Hep lipid drop; calls as there; cell count; measured here: cell count, cytotoxicity flag;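 cells counted across two imaged fields per well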
# Myeloid diff 2 GFP+ MAC1+ %: also measured in Myeloid diff 2; calls as there; GFP+ MAC1+ double positive, %; measured here: differentiation confirmed by MAC1 staining
# * marks the source's active call; other numbers are inactive results; i = inactive; · = no result given. Cut-off read from the data, not from the text of the source, unless noted: active = inhibition above about 50%; inactive = the rest. The list is partial (hit frequency here may not be typical).
SMILES,Myeloid diff 2,Myeloid diff 2 GFP+ MAC1+ %,NOD2 inhibition,Hep lipid drop,Hep lipid drop cells 6.5 µM,SIAH1 antagonists,AID2073,XIAP displacement,LYP inhibition,HIV fusion peptide,Dengue-2 NS5 capping
CCN(CC)CCCNC(=O)CC1Sc2ccccc2NC1=O (centres undefined),i,2.2,-1.2%,·,·,1.2%,6.6%,-2.3%,1.0%,-1.3%,-2.7%
O=C(CNC(=O)c1ccc(F)cc1)N/N=C/c1cc(Br)ccc1OCc1ccccc1,i,0.5,3.0%,1.9,674,0.3%,15.0%,-10.0%,4.2%,2.9%,-8.1%
O=C(c1cc(-c2ccccc2)on1)N1CCc2ccccc2C1,i,0.6,-38.6%,-1.2,692,-4.4%,-15.0%,-9.4%,-11.2%,0.4%,-10.0%
Cn1c(C(=O)N2CCC(C(N)=O)CC2)cc2c(=O)n(C)c3ccccc3c21,i,2.3,16.0%,·,·,2.5%,2.4%,-2.7%,-7.5%,-1.4%,-5.1%
CCOC(=O)N1CCN(CC(O)c2ccc3cc[nH]c3c2)CC1 (centres undefined),i,3.4,-8.6%,·,·,1.6%,-5.4%,-1.0%,-3.7%,0.4%,-3.5%
C=CCn1c(Cc2ccc(OC(C)C)c(Cl)c2)nnc1SCC(N)=O,i,0.6,5.7%,-1.2,753,2.9%,-5.8%,-10.6%,-2.1%,-2.0%,-5.5%
COC(=O)C(CC(C)C)Oc1ccc2c(C)cc(=O)oc2c1 (centres undefined),i,0.7,7.9%,2.2,759,-4.2%,2.3%,-2.4%,-9.7%,-1.0%,-2.2%
COc1ccc(-c2noc(Cc3ccc(Cl)cc3)n2)cc1OC,i,1.7,7.8%,1.2,660,-2.6%,2.6%,-3.2%,-6.7%,0.6%,0.0%
CC(C)[C@H](NC(=O)OCc1ccccc1)C(=O)OCC(=O)Nc1c(F)cccc1F,i,0.6,7.1%,-10.0,530,0.2%,1.3%,-6.1%,-3.8%,2.9%,-3.6%
COc1ccc(OC)c(NC(=O)CN(C)S(=O)(=O)c2ccc(Cl)cc2)c1,i,1.3,0.4%,0.1,729,-2.9%,-3.6%,-0.8%,-4.3%,-1.9%,3.1%
CCN1C(=NCCCCO)N[C@@H](c2cccc(F)c2)C(C(=O)OC)=C1C,i,1.4,-5.6%,12.5,813,6.6%,-2.5%,·,-8.1%,0.0%,-9.8%
COc1ccc(S(=O)(=O)NCCSc2ccc(C)cc2)cc1OC,i,0.9,7.5%,·,·,3.8%,-7.5%,-1.5%,-6.1%,-1.2%,-6.9%
CC(C)(C)C(=O)c1cnc(Nc2ccccc2)s1,i,0.5,-47.3%,6.3,821,-4.5%,17.6%,-5.6%,3.5%,-0.5%,-3.8%
Cc1cc(=O)oc(C)c1C(=O)Nc1cccc2nonc12,i,0.7,12.1%,·,·,-2.0%,12.3%,-4.0%,-7.2%,1.6%,5.0%
Cc1cc(C)c(S(=O)(=O)NCC2CCC(C(=O)NCc3ccc4c(c3)OCO4)CC2)c(C)c1 (centres undefined),i,4.3,3.8%,·,·,-0.2%,-1.3%,-2.6%,16.3%,-1.0%,-4.1%
CNS(=O)(=O)c1cc(NC(=O)c2cnc(SC)n2-c2ccccc2)ccc1C,i,0.2,5.6%,-46.5,814,1.1%,5.0%,·,-7.4%,0.8%,-3.2%
CCc1ccc(NC(=O)CN2CCC(C(=O)c3ccc(OC)cc3)CC2)cc1,i,0.2,9.4%,1.0,818,-2.0%,-1.1%,·,-4.0%,0.9%,-11.6%
COc1ccc(NC(=O)N2CCCC(c3ccccc3)C2)cc1 (centres undefined),i,0.3,-33.2%,-3.8,790,-0.6%,4.0%,·,-1.5%,0.0%,-2.3%
O=C(CSc1cccc[n+]1[O-])N1CCc2ccccc21,i,0.8,18.2%,-2.5,664,0.2%,2.8%,·,-2.8%,1.2%,12.7%
O=C(Cc1cccs1)Nc1nnc(-c2ccc(F)cc2)s1,i,0.6,-45.3%,26.0,726,2.4%,8.0%,-7.9%,-3.4%,-1.6%,-12.4%
O=C(CCC(=O)N1CCc2ccccc2C1)N1CCN(S(=O)(=O)c2ccccc2)CC1,i,0.7,22.3%,-30.4,733,2.5%,-3.2%,-5.1%,-2.6%,0.3%,-6.1%
COC(=O)c1cc(NC(=O)CSC2=NCCS2)cc(C(=O)OC)c1,·,·,1.3%,1.4,683,-5.8%,-5.2%,-7.8%,-10.3%,0.7%,-5.2%
Cc1ccn(C(=O)c2cc3c(C)nn(-c4ccccc4)c3s2)n1,i,0.9,1.0%,·,·,0.1%,1.7%,0.6%,6.3%,-2.4%,-2.1%
CC(C)(CNCC(O)c1ccccc1)N1CCOCC1 (centres undefined),i,0.3,-2.3%,·,·,-3.4%,-5.0%,-6.9%,-2.7%,-2.8%,-4.0%
COC(=O)C1=C(C)Nc2c(c(=O)n(C)c(=O)n2C)C1c1cccc(O)c1 (centres undefined),i,0.6,-19.7%,-22.3,774,3.3%,9.9%,·,-4.0%,-0.4%,-2.3%
CCN1C(=O)c2ccc(C(=O)Nc3c(C)cc(C)cc3C)cc2C1=O,i,0.8,2.9%,-6.3,761,-0.3%,4.0%,·,-8.1%,1.6%,4.7%
O=C(CCn1cnnn1)NC1CCCN(Cc2ccccc2F)C1 (centres undefined),i,0.7,-3.0%,-2.5,621,3.2%,5.8%,·,-6.4%,1.0%,-3.2%
COc1cccc(N(CC(=O)NCCSc2ccccn2)S(C)(=O)=O)c1,i,1.5,14.2%,-1.5,753,0.4%,11.0%,-4.8%,-1.1%,-0.8%,0.8%
CCC(C)(C)n1nnnc1C(c1cc2cccc(C)c2[nH]c1=O)N1CCCC1 (centres undefined),i,0.9,5.4%,21.7,716,10.1%,9.6%,-2.2%,2.5%,3.4%,-1.4%
Cc1ccc(CN2CCN(Cc3cc4ccccc4o3)CC2CCO)cc1 (centres undefined),i,0.3,-11.7%,1.6,801,-0.8%,-6.0%,·,-6.9%,0.8%,-4.7%
COc1ccc(C2=NN(CCC(=O)NCc3cccs3)C(=O)CC2)cc1,i,0.4,7.7%,-0.1,687,0.9%,2.0%,-12.2%,-8.6%,1.8%,-6.3%
CCOc1ccc(CN(C(=O)/C=C/c2ccco2)C2CCS(=O)(=O)C2)cc1 (centres undefined),i,6.1,4.9%,-16.9,724,13.1%,3.5%,·,-2.8%,6.0%,-13.3%
CCNC(=S)Nc1ccc(N2CCCCC2)cc1,i,0.5,-37.9%,-1.4,706,3.6%,-5.8%,-4.9%,-7.1%,-3.2%,-3.2%
COc1ccc(Nc2cc(C)nc3ccccc23)cc1,i,4.8,2.6%,2.5,689,-0.2%,0.0%,-0.7%,-1.1%,-2.0%,8.8%
COC(c1ccccc1)c1nnc(CCC(=O)N(C)CCOc2ccccc2)o1 (centres undefined),i,0.3,-28.7%,-9.4,576,15.5%,0.1%,-1.3%,-7.3%,1.0%,-3.7%
CC1CCCC(C)N1/N=C/c1ccccc1OC(F)F (centres undefined),i,0.6,1.5%,-6.6,693,-6.6%,2.8%,-11.0%,0.8%,-0.9%,-4.7%
CCOc1ccc(S(=O)(=O)N(C)c2ccc(OCC(=O)NCCc3ccc(OC)cc3)cc2)cc1,i,0.6,7.9%,-1.0,683,-0.6%,11.7%,·,7.4%,1.2%,-7.0%
CN(C)C(CNC(=S)Nc1cccc(Cl)c1)c1cccnc1 (centres undefined),i,0.4,15.2%,-8.1,692,10.6%,-2.8%,-3.0%,-2.7%,0.4%,-10.8%
Cc1nc(-c2cn[nH]c2-c2ccc(O)cc2O)cs1,i,0.5,-2.6%,2.0,629,-3.2%,-8.0%,-6.2%,-3.6%,-0.3%,-3.5%
CCCC(=O)N1CCN(c2nc3ccccc3s2)CC1,i,0.5,-34.1%,-6.0,761,1.0%,10.6%,·,-10.2%,0.4%,-0.9%
COc1ccc(-c2nc3n(n2)C(=O)CC(c2ccco2)S3)cc1 (centres undefined),i,5.2,3.6%,-3.0,744,1.8%,7.3%,-7.4%,-6.1%,18.2%,-15.3%
Cc1cccc(CN2C(=O)c3ccccc3Sc3ccc(C(=O)NCCCN4CCOCC4)cc32)c1,i,3.7,17.8%,14.0,701,-0.4%,-4.6%,·,-14.6%,-0.2%,-0.9%
O=C(COc1ccc2c3c(c(=O)oc2c1)CCCC3)NCc1ccncc1,i,1.0,5.2%,-21.5,691,-0.3%,4.3%,·,-8.6%,-0.8%,3.0%
Cc1ccc2c(c1)NC(=O)C(CC(=O)NCCCN1CCN(C3CCCCC3)CC1)O2 (centres undefined),·,·,16.5%,-1.0,547,0.9%,6.5%,-2.5%,-1.9%,-0.3%,·
COc1ccc(-n2c(SCC(=O)Nc3cc(C(=O)O)ccc3C)nc3ccccc3c2=O)cc1Cl,i,0.8,2.7%,13.7,726,9.2%,4.6%,·,-5.6%,3.5%,0.0%
O=C(Nc1ccccc1N1CCOCC1)c1cc(-c2ccco2)nc2ccccc12,i,0.9,25.3%,19.7,761,8.6%,26.4%,-5.0%,0.3%,3.8%,-2.1%
O=C(O)C1C2C=CC(O2)C1C(=O)NCc1ccc2c(c1)OCO2 (centres undefined),i,2.1,11.3%,-0.5,744,1.7%,-4.4%,-23.8%,-4.1%,1.4%,-7.3%
O=C(NCc1ccc(Cl)cc1)c1ccc(-c2ccccc2C(F)(F)F)o1,i,1.3,-8.1%,31.5,596,1.1%,4.0%,-11.5%,4.5%,4.7%,-1.7%
CC(=O)c1ccc(S(=O)(=O)Nc2ccc(N3CCOCC3)cc2)cc1,i,0.4,17.2%,17.9,768,-2.7%,-6.6%,·,-7.0%,0.1%,-4.0%
CC1(C)Cc2c(c(N3CCCC3)nc3sc(C(=O)Nc4ccccc4)c(N)c23)CO1,i,0.8,21.2%,38.7,741,-6.2%,39.9%,·,-8.7%,0.8%,-2.6%
Cc1occc1-c1nnc(SCC(=O)Nc2ccccc2)n1C(C)c1ccccc1 (centres undefined),i,1.1,3.6%,·,·,12.5%,-10.0%,4.0%,-1.3%,-2.3%,-8.0%
CC(C)(C)n1cnc2cc(NCc3cccs3)ccc21,i,0.5,-50.3%,-9.4,753,-6.5%,-23.5%,3.4%,-3.3%,1.5%,-3.6%
CCN(CC(=O)Nc1ccc2c(c1)OCCO2)C(=O)c1cccc(S(=O)(=O)N2CCOCC2)c1,i,2.8,-3.3%,·,·,1.5%,-3.3%,-3.4%,-5.2%,-5.2%,-6.1%

# From PubChem
